ROC1-CUL1 inh – inhibitors of human ROC1-CUL1 ubiquitin ligase activity; E3 ubiquitin-protein ligase RBX1 (Homo sapiens) + Cullin-1 (Homo sapiens), P62877+Q13616; AID 1347404, 2020; 0.6% of 140,000 active; in vitro K48 di-Ub FRET, acceptor:donor ratio, 45 min; inhibition, % at 10 µM; in the data active = inhibition above about 25%
Target sequence (P62877 whole entry, looked up): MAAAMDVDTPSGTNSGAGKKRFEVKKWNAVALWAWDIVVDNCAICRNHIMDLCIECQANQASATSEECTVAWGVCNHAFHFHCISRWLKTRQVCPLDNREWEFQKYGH
Target sequence (Q13616 whole entry, looked up): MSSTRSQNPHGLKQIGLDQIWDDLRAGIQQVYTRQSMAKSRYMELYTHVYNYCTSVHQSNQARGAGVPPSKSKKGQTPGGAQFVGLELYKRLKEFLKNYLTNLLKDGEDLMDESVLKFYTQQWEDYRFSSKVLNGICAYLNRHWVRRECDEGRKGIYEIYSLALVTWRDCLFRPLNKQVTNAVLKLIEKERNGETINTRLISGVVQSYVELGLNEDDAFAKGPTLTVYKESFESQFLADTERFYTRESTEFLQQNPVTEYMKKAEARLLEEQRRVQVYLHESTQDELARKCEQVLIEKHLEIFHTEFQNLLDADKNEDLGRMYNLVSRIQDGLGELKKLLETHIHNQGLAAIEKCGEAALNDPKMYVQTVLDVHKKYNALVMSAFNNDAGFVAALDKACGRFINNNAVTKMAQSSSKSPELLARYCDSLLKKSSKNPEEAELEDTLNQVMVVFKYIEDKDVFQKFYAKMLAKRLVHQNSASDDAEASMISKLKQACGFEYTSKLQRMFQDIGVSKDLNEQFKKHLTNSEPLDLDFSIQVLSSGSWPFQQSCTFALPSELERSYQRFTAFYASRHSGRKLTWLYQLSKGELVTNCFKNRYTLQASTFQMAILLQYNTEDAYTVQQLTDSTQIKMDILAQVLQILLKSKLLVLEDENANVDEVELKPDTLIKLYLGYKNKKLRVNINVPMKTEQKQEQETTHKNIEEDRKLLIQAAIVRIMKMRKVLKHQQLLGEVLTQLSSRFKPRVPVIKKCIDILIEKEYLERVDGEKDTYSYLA
The depositor's hits bear a star; & = joins results of further samples. A portion of the library; the hit share may differ from the screen's.

A first look:
ROC1-CUL1 inh | smiles
11 | COCc1cc(C)nc(N/N=C/c2cn(Cc3ccccc3)c3ccccc23)c1C#N
-5 | COc1ccc2nc3sc(C(=O)NCc4ccccc4)c(N)c3cc2c1
10 | OCC1(CCCc2ccccc2)CCCN(C2CCN(Cc3cccnc3)CC2)C1 (stereo not given)
35* | Cc1ccc(/C=C/C(=O)O)o1
7 | N=C1/C(=C\c2ccc(Cl)cc2)C(=O)N=C2SC=NN12

This part in full (from the top)
ROC1-CUL1 inh | smiles
11 | COCc1cc(C)nc(N/N=C/c2cn(Cc3ccccc3)c3ccccc23)c1C#N
-5 | COc1ccc2nc3sc(C(=O)NCc4ccccc4)c(N)c3cc2c1
10 | OCC1(CCCc2ccccc2)CCCN(C2CCN(Cc3cccnc3)CC2)C1 (stereo not given)
35* | Cc1ccc(/C=C/C(=O)O)o1
7 | N=C1/C(=C\c2ccc(Cl)cc2)C(=O)N=C2SC=NN12
5 | O=C(c1ccc2ccccc2c1)N1CCN(Cc2ccco2)CC1
-2 | CCOC(=O)c1ccccc1NC(=O)C(=O)Nc1ccc2nc3n(c(=O)c2c1)CCCCC3
0 | S=C(NCc1ccncc1)Nc1ccccc1
-4 | Cc1cc(Cl)ccc1OCCCC(=O)Nc1nc2c(s1)CCCC2
8 | Cc1sc2c(c1Br)-c1c(sc(C)c1Br)CSC2

A different layout for some results above:
> CCOC(=O)c1ccccc1NC(=O)C(=O)Nc1ccc2nc3n(c(=O)c2c1)CCCCC3
  ROC1-CUL1 inh: -2
> Cc1cc(Cl)ccc1OCCCC(=O)Nc1nc2c(s1)CCCC2
  ROC1-CUL1 inh: -4

Remaining list, next part
ROC1-CUL1 inh | smiles
-9 | CCc1ccc(C(=O)NC(=S)Nc2c(C)ccc3nsnc23)cc1
-7 | C=CCn1c(SCC(=O)c2ccc(Br)cc2)nc2sc3c(c2c1=O)CCCC3
-4 | COc1cccc(CNC(=O)CCCCCn2c(=O)[nH]c3cc(OC)c(OC)cc3c2=O)c1
4 | COC(=O)CCCNC(=O)c1ccc2oc(C(C)C)nc2c1
-2 | COc1ccc(OCc2nnc(SCC(=O)Nc3ccc(C)cc3C)n2C)cc1
-4 | CC(NS(=O)(=O)c1ccc2c(c1)Cc1cc(S(=O)(=O)NC(C)c3ccccc3)ccc1-2)c1ccccc1 (stereo not given)
-1 | COc1ccc(NC(=O)c2cc3n(n2)C(C(F)(F)F)CC(c2ccc(Br)cc2)N3)c(OC)c1 (stereo not given)
-3 | COc1ccc(Cl)cc1NC(=O)CCn1c(=O)c2cccn2c2ccccc21
-3 | COc1ccc(NC(=O)C2C(C)=Nc3ncnn3C2c2ccc(Cl)cc2Cl)cc1 (stereo not given)
2 | COc1ccc(C(C)OC2CC(=O)CC3C(=O)c4cccc(O)c4C(=O)C23)cc1 (stereo not given)
0 | CCN(CC)C(=O)CN(Cc1ccccc1)S(C)(=O)=O
-11 | CCOC(=O)C1CCCN(C(=O)c2ccc3c(c2)sc2nc(-c4ccc(CC)cc4)cn23)C1 (stereo not given)
2 | CC1(C)CC(=O)C2C(=NC3=C(C(=O)CC(C)(C)C3)C2c2ccc(C(F)(F)F)cc2)C1 (stereo not given)
-7 | CCOc1ccc(CNC(=O)Cn2ccc3cc(S(=O)(=O)N4CCCCC4)ccc32)cc1
-1 | Cc1ccc2c(c1)-c1nc(-c3ccccc3)cc(-c3ccccc3)c1CO2
-3 | Cc1nnc(SCc2ccccc2)c2cc3sccc3n12
7 | COC(=O)C(C)N1C(=O)S/C(=C/c2cc(OC)c(O)c(OC)c2)C1=O (stereo not given)
-3 | CCCCn1c(C)nc2c(=O)oc3ccccc3c21
-16 | O=C(NCCc1ccccc1)c1ccc(CSc2nc3ccncc3n2Cc2ccccc2F)cc1
-1 | CCSc1oc(-c2ccco2)nc1S(=O)(=O)c1ccc(Br)cc1

Marked active in ROC1-CUL1 inh, among the entries above:
ROC1-CUL1 inh | smiles
35* | Cc1ccc(/C=C/C(=O)O)o1

Next results.
ROC1-CUL1 inh | smiles
4 | CCOC(=O)C1C(=O)NC(N2CCCCC2)=NC1c1ccc(C)cc1 (stereo not given)
8 | CCCOc1ccc(C2c3c(oc4ccc(F)cc4c3=O)C(=O)N2CCc2ccc(OC)cc2)cc1 (stereo not given)
4 | CC(C)(C)c1ccc(OCC(=O)NNC(=O)CCCC(=O)NNC(=O)COc2ccc(C(C)(C)C)cc2)cc1
-5 | CC1CCC(C(=O)NC(C(=O)OCC(=O)c2ccccc2)C(C)C)CC1 (stereo not given)
8 | O=S(=O)(Cc1ccc(F)cc1)NCCc1ccccc1
-1 | CCOC(=O)c1cn(-c2ccccc2CO)c2c(F)c(F)c(F)cc2c1=O
-4 | CCOc1ccc(NC(=O)C(=O)NCC(c2cccnc2)N2CCc3ccccc32)cc1 (stereo not given)
2 | Cc1ccc(N2C(=O)CC2(C#N)c2ccc(OCc3ccccc3)cc2)cc1 (stereo not given)
-2 | Nc1nc(Cl)cc(=O)n1Cc1ccc(Cl)cc1
-3 | COc1ccc(OC)c(C2C3=C(CC(C)(C)CC3=O)N(c3ccc(C)c(Cl)c3)C(=N)C2C(=O)c2ccccc2)c1 (stereo not given)
6 | CCCCC(=O)N/N=C/c1ccc(Sc2nc3ccccc3s2)c([N+](=O)[O-])c1
7 | Cc1cc(-c2ccccc2)n2nc(-c3ccccc3)cc2n1
0 | C=CCCCCCCCCC(=O)Nc1cccnc1
-5 | Cc1ncc(CN2CCCC(Nc3ccc(F)c(F)c3)C2)s1 (stereo not given)
1 | COc1cccc(NC(=O)c2oc3ccccc3c2NC(=O)c2ccc(OC(C)C)cc2)c1
7 | CC(C)(C)C1CCc2c(sc(NC(=O)c3ccco3)c2C(=O)N2CCCC2)C1 (stereo not given)
-2 | CCOc1ccccc1CNC(=O)CCc1c(C)nn(-c2ccc(N3CCOCC3)nn2)c1C
2 | COc1cc(C(=O)Nc2ccc3oc(-c4ccc(C)c(Br)c4)nc3c2)cc(OC)c1OC
-3 | C=CCn1c(-c2ccccc2)cs/c1=N\N=C1CCCCC1
3 | C1Cc2c(c(CN3CCOCC3)c3c(c2CN2CCOCC2)CCC3)C1
-10 | CC(=O)Nc1ccc(S(=O)(=O)Oc2ccc([N+](=O)[O-])cc2[N+](=O)[O-])cc1
-2 | Cc1ccc(C)c(S(=O)(=O)c2nnn3c2nc(Nc2ccc(F)c(Cl)c2)c2sccc23)c1
4 | Nc1ccc2c(C(F)(F)F)cc(=O)oc2c1
-11 | COc1cc(F)ccc1CN1CCc2[nH]nc(-c3ccccc3)c2C1
9 | CCn1cc(C(=O)Nc2c(C)nn(Cc3ccccc3Cl)c2C)cn1
-3 | Cc1[nH]nc2c1C(c1cccnc1)C(C#N)C(=N)O2 (stereo not given)
14 | CC12CCC(C(=O)Nc3ccccc3C(F)(F)F)(C(=O)C1=O)C2(C)C (stereo not given)
3 | Cc1ccc(N2C(=O)c3oc4cc(C)c(C)cc4c(=O)c3C2c2cccc(O)c2)nc1 (stereo not given)
-5 | Cn1c(SCC(=O)Nc2ccc3nc(SCC(=O)NC(C)(C)C)sc3c2)nc2sc3c(c2c1=O)CCCC3
-11 | CCCCCCCCCCn1cc(C(=O)O)c(=O)c2c(F)c(F)c(N3CCOCC3)c(F)c21
2 | CCOC(=O)c1sc2nc(C)c(Cl)c(C)c2c1-n1cccc1
8 | Cc1c(Cl)cccc1NC(=O)c1ccccc1OCC(=O)Nc1ccccc1OC(C)C
-2 | Cn1cc(Br)c(C(=O)N2N=C3CCCCC3C2(O)C(F)(F)F)n1 (stereo not given)
6 | OCCN1CCN(C2Cc3ccc(Cl)cc3Sc3ccc(F)cc32)CC1 (stereo not given)
2 | CCc1ccc(NC(=O)CSc2nnc(-c3cccc(N)c3)n2C)cc1
15 | COc1ccc(Cl)cc1C(=O)NCc1ccc(F)cc1
-17 | CCOC(=O)c1c(-c2cccc3ccccc23)csc1NC(=O)COc1ccc(C)c(C)c1
2 | Cc1ccc2nc(N(Cc3cccnc3)C(=O)c3ccco3)sc2c1
17 | COc1ccc(C2C(C(=O)OC(C)C)=C(C)N=c3s/c(=C\c4ccc(N5CCCCC5)o4)c(=O)n32)cc1 (stereo not given)
4 | COc1ccc2c(c1)CC(C(=O)NCc1ccc(F)cc1)CO2 (stereo not given)
9 | COc1ccc(N=Cc2ccc[nH]2)cc1
2 | CC(C)=NNC(N)=NC(=S)Nc1ccc(C)cc1
-4 | COC(=O)c1ccccc1NC(=O)c1nc(-c2ccc(Cl)cc2)n2c1CCCCC2
-1 | CC(C)c1ccc(NC(=O)CN2CCN(c3ccccc3F)CC2)cc1
-2 | C=CCn1c(SCC(=O)Nc2ccccc2C(F)(F)F)nc2scc(-c3ccc(F)cc3)c2c1=O
5 | Nc1c(C(=O)c2ccccc2)sc2nc3c(c(-c4ccc(Cl)cc4)c12)CCc1sccc1-3
10 | COC(=O)NNC(=O)COc1cccc(C)c1
10 | COc1cc(C(=O)Nc2nnc(CSc3ccc(Cl)cc3)s2)cc(OC)c1OC
3 | COc1ccc(Sc2ccc(Cl)cc2)c(C(=O)O)c1
5 | O=C1c2ccc(Cl)cc2C(=O)N1c1cc(Cl)ccc1Cl

Three entries out of the list above, ordered by the value under ROC1-CUL1 inh, high to low.
ROC1-CUL1 inh | smiles
5 | O=C1c2ccc(Cl)cc2C(=O)N1c1cc(Cl)ccc1Cl
3 | COc1ccc(Sc2ccc(Cl)cc2)c(C(=O)O)c1
-2 | C=CCn1c(SCC(=O)Nc2ccccc2C(F)(F)F)nc2scc(-c3ccc(F)cc3)c2c1=O

Other entries follow.
ROC1-CUL1 inh | smiles
10 | CCCNS(=O)(=O)c1ccc(OC)c(Cl)c1Cl
-11 | O=C(CCCOc1ccc(Cl)cc1Cl)NNC(=O)CCC(=O)NNC(=O)CCCOc1ccc(Cl)cc1Cl
1 | CCOc1ccc(C2Nc3cccc4cccc(c34)N2)cc1OC
3 | CN1CCN(C2Cc3ccc(O)cc3Sc3ccc(Cl)cc32)CC1 (stereo not given)
1 | COc1ccc(N(CCC(=O)O)CCC(=O)O)cc1OC
-8 | COc1ccc(OC)c(C=C2C(=O)OC(C)(c3ccccc3)OC2=O)c1 (stereo not given)
1 | CCC(=O)N1c2ccc(S(=O)(=O)N3CCN(c4ccccc4)CC3)cc2CC1C (stereo not given)
4 | COC(=O)C(O)(CC(=O)Nc1cc(Cl)ccc1Cl)C(F)(F)F (stereo not given)
6 | Cc1ccc(O)c(/C=N/NC(=O)C2C(=O)NCC2c2ccccc2)c1 (stereo not given)
4 | CC(C)(C)c1ccc(CCC(=O)N2CCC(C(N)=O)CC2)cc1
0 | COC(=O)c1c(-c2ccc(F)cc2)csc1NC(=O)c1c(F)c(F)c(F)c(F)c1F
-9 | Fc1ccccc1-c1n[nH]c2c1CN(Cc1ccc3nonc3c1)CC2
0 | CCOc1ccc(S(=O)(=O)NC(C)(C)C)c(C)c1C
10 | CCOC(=O)c1sc(N)c(C(N)=O)c1C
7 | CCN(CCCNC(=O)c1cc2c(=O)n(C)c3ccccc3c2s1)c1ccccc1
6 | NS(=O)(=O)c1cnccc1Nc1cccc(Br)c1
6 | CCOc1ccc(C(=O)N(Cc2cccs2)C2CCS(=O)(=O)C2)cc1 (stereo not given)
-7 | Cc1nc2ncnn2c(C)c1CCC(=O)N1CCN(c2cccc(Cl)c2)CC1
5 | CC1=NN(c2cc(Cl)ccc2Cl)C(=O)/C1=C\C1C(=O)NC(=O)N(c2ccc(Cl)cc2)C1=O (stereo not given)
0 | CCCN(CCC)CCNC(=O)Cn1cnc2sc(C)c(S(=O)(=O)N3CCC(C)CC3)c2c1=O
8 | Cc1ccc2c(c1)c1c(n2CCCN2CCN(C)CC2)-c2ccccc2OCC1
0 | O[C@@H]1Cc2ccccc2O[C@H]1c1ccccc1
-3 | CCOC(=O)c1c(-c2ccccc2)csc1NC(=O)c1ccc(Cl)cc1
-1 | Cc1nnc(SCc2ccc3c(c2)OCCO3)s1
9 | CCC1=Nc2cc(C(=O)NCCCOC)ccc2Sc2ccc(Br)cc21
-1 | COc1ccccc1C1(CC(=O)N2CCCC(COc3ccccc3F)C2)CC(=O)N(C)C1=O (stereo not given)
5 | CC(C)NC(=O)[C@@H]1C[C@@H]1c1ccccc1
1 | COc1ccccc1N1CCN(c2cc(C)nc3nncn23)CC1
-6 | O=C(Nc1ccc(F)cc1F)N1CCN(c2ccc(Cl)c(Cl)c2)CC1
2 | Cc1cc(Br)ccc1NC(=O)CCN1C(=O)c2ccccc2S1(=O)=O
0 | Cc1ccc(C(=O)Nc2ccc3oc(-c4ccc(C(C)(C)C)cc4)nc3c2)cc1
-10&3 | COc1ccc(NC(=O)c2sc3nc4c(cc3c2N)CCCCCC4)cc1OC
0 | CC(=O)NC(=S)Nc1cc(C)cc(C)c1
-1 | O=c1c2oc3ccccc3c2n(Cc2cccc(F)c2)c(=O)n1Cc1ccco1
5 | N#Cc1c(N=Cc2c(O)ccc3ccccc23)oc(-c2ccoc2)c1-c1ccco1
-2 | CSCC(=O)N1CCC(n2nccc2NC(=O)c2ccc3c(c2)OCO3)CC1
-7 | C=CCN(CC=C)C(=O)c1coc(CN2CCN(Cc3ccccc3)CC2)n1
0 | CCOc1ccccc1CNC(=O)c1cnc2c(-c3ccc(OCC)c(OCC)c3)c(C)nn2c1C
-9 | CCC1CCc2nc3sc(C(=O)Nc4cccc(Br)c4)c(N)c3cc2C1 (stereo not given)
-2 | CC1=NN(C(N)=S)C(=O)C1N=Nc1ccccc1O (stereo not given)
2 | COc1ccc(Nc2nc(-c3ccccc3F)nc3ccccc23)cc1
-13 | CCOc1ccc(CCNC(=O)c2ccc(CS(=O)Cc3cccc(Cl)c3)o2)cc1 (stereo not given)
5 | O=C1SC(=S)c2cccc3cccc1c23
6 | CC1CN(Cc2cnn(-c3ccccc3)c2)Cc2ccccc2O1 (stereo not given)
5 | COc1cccc(-c2nc(CN(CCO)CC34CC5CC(CC(C5)C3)C4)c(C)o2)c1OC
